Screening data: PubChem BioAssay, several laboratories
procasp7 counter = procaspase-7 activators, primary screen, counter-screen for procaspase-3 activator project, biochemical, absorbance, HTS, human; Caspase-7 (Homo sapiens), P55210; recombinant procaspase-7, Ac-DEVD-pNA absorbance 405 nm; D23A/D198A/D206A triple mutant, cannot self-cleave; scale: DMSO 0, 5 µM enzyme 100; activation, % at 8.5 µM; 330,000 tested, 0.093% active;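 active = percent activation above the screen-wide mean plus 3 SD, cut at about 25% in these data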
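Material: Procaspase-7 triple mutant (PC-7 D3A) | Quantity: 2 µM procaspase-7 mutant as dispensed | Reagent: DEVD-pNA substrate | Times: 1 h preincubation, 2 h reaction | Technique: 405 nm absorbance of p-nitroaniline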
RPL19A TOR yeast = RPL19A-GFP expression modulators in yeast, primary screen, cell-based, S. cerevisiae, multiplex flow cytometry, MLPCN. percent response vs DMSO, % at 10 µM. S. cerevisiae RPL19A-GFP strain, 3 h; active compounds read low. 330,000 tested, 0.3% active;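 active = percent response vs DMSO below 50%; inconclusive = fewer than 70 events counted for the yeast strain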;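 note: median channel GFP fluorescence of the barcoded RPL19A-GFP strain; ratio of sample median GFP to plate DMSO average so 100% = DMSO; lower means less RPL19A-GFP as with rapamycin TOR inhibition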
MEP2-GFP yeast = modulators of MEP2-GFP levels in yeast, primary screen, S. cerevisiae, multiplex flow cytometry, MLPCN library. S. cerevisiae MEP2-GFP strain, 3 h; 100% = DMSO control level. GFP response vs DMSO, % at 10 µM. 330,000 tested, 0.51% active. AID 2016, 2009;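 active = GFP response versus DMSO above a set limit, roughly screen mean plus 3 SD, cut at about 180% in these data; inconclusive = fewer than 70 cells counted for a yeast strain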;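 note: median GFP fluorescence of the barcode-gated MEP2-GFP cells per well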
AHR act = AHR activators, primary screen, cell-based, luminescence, luciferase reporter, human. AID 2796, 2010. activation, % at 5 µM. AHR-responsive luciferase reporter cells. 320,000 tested, 2.5% active; in the data active = activation above about 47%;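 note: 0% = vehicle wells and 100% = reference agonist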
LAP4-GFP MLPCN = modulators of LAP4-GFP expression in yeast, primary screen, S. cerevisiae, multiplex flow cytometry, MLPCN library; 320,000 tested, 0.34% active; 3 h; median GFP as percent of DMSO wells; GFP response vs DMSO, % at 10 µM;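 active = GFP response vs DMSO above a set limit, about the screen mean plus 3 SD, cut at about 150% in these data; inconclusive = under 70 cell events counted for the yeast strain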
ZTA DNA inh = blocks Epstein-Barr virus ZTA, an EBNA-1 counter-screen; AID 2234; inhibition, % at 11 µM; ZTA-DNA binding, fluorescence polarization; P03206; 320,000 tested, 0.15% active; in the data active = inhibition above about 33%
EBNA-1 inhibitor = EBNA-1 DNA-binding inhibitors, primary screen, biochemical, fluorescence polarization; inhibition, % at 14.8 µM; 300,000 tested, 0.34% active; AID 1950, 2009; in the data active = inhibition above about 28%
proCasp3 act = activators of human procaspase-3 D3A mutant, primary screen, biochemical, absorbance, PC-3 D3A mutant, single concentration; Caspase-3 (Homo sapiens), P42574; recombinant procaspase-3 D3A, Ac-DEVD-pNA absorbance 405 nm; activation, % at 8.5 µM; 330,000 tested, 0.11% active; AID 463141, 2010;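 active = activation above the mean of all tested compounds plus 3 SD, cut at about 21% in these data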;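 note: 0% = DMSO alone and 100% = DMSO wells spiked with extra 5 µM PC-3 D3A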
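Assay system: Autoprocessing-dead procaspase-3 D3A mutant enzyme; also added: Ac-DEVD-pNA; doses: one concentration, 8.5 µM nominal, 0.8% DMSO; times: 1 h compound preincubation, 2 h substrate hydrolysis at 25 °C; technique: 405 nm absorbance of p-nitroaniline, reads at 0 and 120 min; measure: % activation between DMSO and enzyme-spiked controls; repeats: single replicate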
* = called active by the depositor; ? = inconclusive; nt = not tested or not shown; [ ] = remark or other dose.

[1] O=C(NNC(=O)C1CCN(S(=O)(=O)c2ccc(Cl)cc2)CC1)c1ccc(Cl)cc1
[2] O=C(COC(=O)c1cc2ccccc2oc1=O)Nc1cccc(Br)c1
[3] O=C(Nc1ccc(Nc2ccccc2)cc1)c1c(F)c(F)c(F)c(F)c1F
[4] O=C1CCCC2=C1C1(CCCCC1)N=C(Nc1nc3ccccc3o1)N2
[5] CSC(=S)N/N=C(\C)c1ccccc1
[6] COC(=O)CSc1nc(N2CCOCC2)c2c(c1C#N)CC(C)(C)N(C)C2

entry no.	1	2	3	4	5	6
procasp7 counter	1	4	-10	-5	-3	4
RPL19A TOR yeast	98	102	103	97	101	86
MEP2-GFP yeast	99	106	105	112	102	110
AHR act	2	5	2	5	16	-6
LAP4-GFP MLPCN	96	115	97	105	98	99
ZTA DNA inh	-15	-10	-7	-8	-1	11
EBNA-1 inhibitor	2	-3	-19	13	1	-6
proCasp3 act	6	10	-3	19	-6	-1

[7] CCOC(=O)/C(C#N)=C/c1c(N2CCN(CC)CC2)nc2c(C)cccn2c1=O
[8] COc1ccc(S(=O)(=O)N2CCc3ccccc32)cc1C(=O)O
[9] O=C(Nc1cccc([N+](=O)[O-])c1)C1CCN(C(=O)Cc2ccccc2)CC1
[10] COc1ccc(C2CC(c3cccs3)=NN2c2nc(-c3ccccc3)cs2)cc1OC (stereo unspecified)
[11] Cc1ccc2c(c1)N(CC(=O)NCC1CCCO1)C(=O)CO2 (stereo unspecified)
[12] O=C1[C@@H]2Cc3c([nH]c4ccccc34)CN2C(=O)CN1CCO

entry no.	7	8	9	10	11	12
procasp7 counter	-5	8	0	-67	-3	-1
RPL19A TOR yeast	106	99	108	102	96	104
MEP2-GFP yeast	109	106	108	103	97	103
AHR act	4	0	5	13	-1	0
LAP4-GFP MLPCN	93	99	104	97	99	93
ZTA DNA inh	-13	3	4	3	-15	-8
EBNA-1 inhibitor	-1	-1	-5	-2	-6	7
proCasp3 act	0	8	9	-22	10	6

[13] Cc1nc(-c2ccc(C(=O)N3CCOCC3)cc2)cs1
[14] COc1ccccc1NC(=O)C(C)OC(=O)CC1CCCCC1 (stereo unspecified)
[15] O=C(CN(C(=O)c1csnn1)c1cccc2ccccc12)NCc1ccccc1
[16] CC1CCCN(c2nc3nonc3nc2N2CCCC(C)C2)C1 (stereo unspecified)
[17] CC(C)(C)c1ccc(/C=C2\Oc3cc(OC(=O)N4CCOCC4)ccc3C2=O)cc1
[18] COc1ccc(NC(=O)CSc2nc3c(cc2C#N)CN(C)CC3)cc1

entry no.	13	14	15	16	17	18
procasp7 counter	-6	-10	-4	5	2	6
RPL19A TOR yeast	99	98	100	100	99	92
MEP2-GFP yeast	98	100	104	102	99	100
AHR act	5	2	2	-1	4	10
LAP4-GFP MLPCN	97	115	99	100	88	91
ZTA DNA inh	-2	11	5	9	6	10
EBNA-1 inhibitor	-4	nt	4	3	-2	-11
proCasp3 act	8	0	5	11	7	-5

[19] O=C(COC(=O)C12CC3CC(CC(Cl)(C3)C1)C2)Nc1ccc2[nH]c(=O)[nH]c2c1
[20] O=C(COC(=O)c1cnccn1)Nc1ccccc1-c1ccccc1
[21] CCc1ccc(OCC(O)Cn2c(N3CCCCC3)nc3c2c(=O)[nH]c(=O)n3C)cc1 (stereo unspecified)
[22] CCC(=O)Nc1ccc(C(=O)n2ccc(C)n2)cc1
[23] COC(=O)[C@]1(C)N[C@H](CN(C)C(=O)C2CCCCC2)[C@@H]2C(=O)N(C)C(=O)[C@@H]21
[24] O=C(CC(c1ccccc1)c1cc(Br)ccc1O)NCc1ccco1 (stereo unspecified)

entry no.	19	20	21	22	23	24
procasp7 counter	-1	-4	-7	5	-5	-12
RPL19A TOR yeast	94	106	104	98	96	100
MEP2-GFP yeast	98	110	105	106	97	106
AHR act	0	0	11	8	1	2
LAP4-GFP MLPCN	105	106	95	106	102	100
ZTA DNA inh	-5	-9	-1	10	nt	13
EBNA-1 inhibitor	nt	nt	-4	-5	nt	7
proCasp3 act	-7	10	4	7	3	-1

Brought forward from above: 4 compounds, followed by the next part.
[21] CCc1ccc(OCC(O)Cn2c(N3CCCCC3)nc3c2c(=O)[nH]c(=O)n3C)cc1 (stereo unspecified)
[22] CCC(=O)Nc1ccc(C(=O)n2ccc(C)n2)cc1
[23] COC(=O)[C@]1(C)N[C@H](CN(C)C(=O)C2CCCCC2)[C@@H]2C(=O)N(C)C(=O)[C@@H]21
[24] O=C(CC(c1ccccc1)c1cc(Br)ccc1O)NCc1ccco1 (stereo unspecified)
[25] COc1cccc(NC(=O)C2CCC(CNS(=O)(=O)c3cccc4cccnc34)CC2)c1 (stereo unspecified)
[26] Cc1ccc(NC2=C/C(=N\S(=O)(=O)c3cccs3)c3ccccc3C2=O)c(C)c1
[27] CC(C)(C)c1cc(NC(=O)Nc2ccc(Cl)cc2Cl)no1
[28] O=C(C1CCN(S(=O)(=O)c2ccc(Cl)cc2)CC1)N1CCCCCCC1
[29] CCn1c(NCc2cc(OC)ccc2OC)nc2ccccc21
[30] O=CN1CCN(c2c([N+](=O)[O-])c(=O)oc3ccccc23)CC1

entry no.	21	22	23	24	25	26	27	28	29	30
procasp7 counter	-7	5	-5	-12	-4	3	8	7	2	5
RPL19A TOR yeast	104	98	96	100	102	100	105	97	93	106
MEP2-GFP yeast	105	106	97	106	99	94	105	97	93	104
AHR act	11	8	1	2	1	13	11	-3	4	1
LAP4-GFP MLPCN	95	106	102	100	88	102	103	89	90	92
ZTA DNA inh	-1	10	nt	13	14	-8	17	-12	-1	-5
EBNA-1 inhibitor	-4	-5	nt	7	3	-6	3	-5	-10	11
proCasp3 act	4	7	3	-1	2	3	-2	1	1	8

[31] CC1CCC(NC(=O)C2CCN(S(=O)(=O)c3cccc4nonc34)CC2)CC1 (stereo unspecified)
[32] COc1ccc(Nc2nc(N)nc(CN3CCC(Cc4ccccc4)CC3)n2)cc1
[33] CCOc1ccc(C(=O)Nc2nc(C)cc(C)n2)cc1[N+](=O)[O-]
[34] CCC1CCCCN1Cc1nc2ccccc2c(=O)n1CC(C)=O (stereo unspecified)
[35] Cc1cc(SC#N)cc(C)c1NC(=O)CCl
[36] CNC(=S)SCCOc1ccccc1

entry no.	31	32	33	34	35	36
procasp7 counter	2	3	-2	3	-12	1
RPL19A TOR yeast	102	103	103	100	110	100
MEP2-GFP yeast	108	103	100	97	105	100
AHR act	0	8	14	1	3	0
LAP4-GFP MLPCN	102	99	96	105	103	nt
ZTA DNA inh	13	2	15	5	-12	7
EBNA-1 inhibitor	9	4	3	-1	0	-4
proCasp3 act	3	4	-6	4	-16	10

[37] O=C(O)c1ccc(NS(=O)(=O)c2cc(Cl)ccc2Cl)cc1
[38] CCc1nc(SCC(=O)Nc2ccc(Br)cn2)n[nH]1
[39] COc1cccc(CNC(=O)CSc2cc(=O)n(C)c3ccccc23)c1
[40] O=C1Cc2ccccc2C(c2c(Cl)cccc2Cl)N1 (stereo unspecified)
[41] COc1cc(OC)c(C(=O)Nc2ccncc2)cc1OC
[42] Cc1cc(NC(=O)c2ccc(C)c([N+](=O)[O-])c2)no1

entry no.	37	38	39	40	41	42
procasp7 counter	7	8	4	0	6	5
RPL19A TOR yeast	98	96	95	101	103	99
MEP2-GFP yeast	96	95	99	100	98	103
AHR act	-1	-1	-5	0	-6	-2
LAP4-GFP MLPCN	97	97	93	86	92	99
ZTA DNA inh	4	-3	-3	11	-1	-12
EBNA-1 inhibitor	-11	10	0	15	-4	-1
proCasp3 act	-4	7	-2	0	-5	9

[43] O=c1cc(NCc2ccccc2)c2ccccc2o1
[44] CN(C)/C=N/c1nc2nccc(-c3ccccn3)n2n1
[45] COc1cc2c(cc1NC(=S)Nc1cccc(C(F)(F)F)c1)oc1ccccc12
[46] O=C(NCc1nnc(SCC(=O)N2CCCC2)o1)c1ccccc1
[47] Cc1sc2ncn(CC(=O)OCC(=O)NC(C)(C)C)c(=O)c2c1C
[48] COc1cccc(CN(C(=O)COc2ccccc2[N+](=O)[O-])C2CCS(=O)(=O)C2)c1 (stereo unspecified)

entry no.	43	44	45	46	47	48
procasp7 counter	0	4	-9	0	-2	-4
RPL19A TOR yeast	97	99	94	103	102	102
MEP2-GFP yeast	96	104	93	104	97	98
AHR act	1	-1	107*	3	-1	7
LAP4-GFP MLPCN	100	100	99	112	100	93
ZTA DNA inh	-1	-21	5	0	9	4
EBNA-1 inhibitor	12	2	-10	-4	1	-8
proCasp3 act	-3	-9	0	0	6	2

[49] CC(C)C(=O)Nc1nc(-c2ccc3c(c2)CCN3C(=O)C2CC2)cs1
[50] Cc1noc(C)c1S(=O)(=O)NC1CCN(Cc2ccccc2)CC1
[51] CCC(NC(=O)C1CCCO1)c1ccccc1 (stereo unspecified)
[52] O=C(COC(=O)c1ccccn1)Nc1ccccc1OC(F)F
[53] CCC(C)(C(=O)NC1CCCCC1)N(Cc1cccs1)C(=O)c1ccccn1 (stereo unspecified)
[54] COc1ccc(Cn2c(=O)[nH]c3cc(C(=O)N4CCN(c5ccccc5)CC4)ccc3c2=O)cc1

entry no.	49	50	51	52	53	54
procasp7 counter	-3	6	-10	0	3	11
RPL19A TOR yeast	22*[may fluoresce violet]	94	103	104	97	103
MEP2-GFP yeast	?	97	104	108	113	104
AHR act	-7	-1	0	3	0	-1
LAP4-GFP MLPCN	?	112	92	103	106	125
ZTA DNA inh	-3	7	-15	2	4	21
EBNA-1 inhibitor	1	5	-3	5	1	7
proCasp3 act	5	5	9	-3	-3	1

[55] O=C(CN1CCC(Cc2ccccc2)CC1)N1CCc2ccccc2C1
[56] Cc1ccc(-n2c(O)c(/C=N/NC(=O)C3COc4ccccc4O3)c3ccccc3c2=O)cc1 (stereo unspecified)
[57] Cc1ccc(C(=C2C3C=CC2C2C(=O)NC(=O)C32)c2ccc(C)cc2)cc1 (stereo unspecified)
[58] C=CCn1c(Cc2cccs2)nnc1SCC(=O)c1cccc(Br)c1
[59] COc1ccc(OC)c(NC(=O)CC2SC(=NCc3ccccc3)NC2=O)c1 (stereo unspecified)
[60] NNC(=O)c1cn2ccccc2n1
[61] CCOC(=O)[C@H]1[C@H]2COc3ccc(Cl)cc3[C@@H]2N2C(=O)c3ccccc3NC(=O)[C@@]12C
[62] CCC(C)NC(=O)C1CCN(S(=O)(=O)c2ccc(Br)s2)CC1 (stereo unspecified)

entry no.	55	56	57	58	59	60	61	62
procasp7 counter	6	-56	-5	-3	3	8	-9	0
RPL19A TOR yeast	95	91	100	93	103	96	nt	101
MEP2-GFP yeast	99	90	98	93	99	104	nt	96
AHR act	0	1	-1	12	3	2	5	1
LAP4-GFP MLPCN	95	92	103	nt	102	104	nt	97
ZTA DNA inh	1	5	-16	12	11	-6	-2	8
EBNA-1 inhibitor	-12	-6	-8	3	3	2	-10	-5
proCasp3 act	0	-59	2	0	0	-8	-4	-4

3 entries drawn at random from those above, as already listed:
[39] COc1cccc(CNC(=O)CSc2cc(=O)n(C)c3ccccc23)c1
[22] CCC(=O)Nc1ccc(C(=O)n2ccc(C)n2)cc1
[54] COc1ccc(Cn2c(=O)[nH]c3cc(C(=O)N4CCN(c5ccccc5)CC4)ccc3c2=O)cc1

entry no.	39	22	54
procasp7 counter	4	5	11
RPL19A TOR yeast	95	98	103
MEP2-GFP yeast	99	106	104
AHR act	-5	8	-1
LAP4-GFP MLPCN	93	106	125
ZTA DNA inh	-3	10	21
EBNA-1 inhibitor	0	-5	7
proCasp3 act	-2	7	1
